HTR5A ag: HTR5A agonism, opioid heterodimer counter-screen. HTR5A agonist assay, luminescence, cell-based. activation, % at 9.3 µM. 0.61% of 340,000 active. AID 504692; in the data active means activation mostly above about 9.5%, no sharp cut-off; inactive means mostly below about 7.6%;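 further: 0% = cells with vehicle only and 100% = reference agonist; strong numbers were not always called active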
OPRM1-OPRD1 inv: inverse agonists of human mu-delta opioid receptor heterodimerization; inhibition, % at 9.3 µM; 0.21% of 340,000 active; cell-based MOR-DOR heterodimer luminescence, inverse agonism; P35372+P41143; in the data active means inhibition above about 22%, passing the limit was not always enough;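 further: 0% = cells with DMSO and 100% = wells without cells with DMSO; values of inactives mirror those of a sister screen read the other way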
Pemphigus Ab inh: inhibitors of pemphigus antibody binding to human desmoglein-3. 0.48% of 310,000 active. AID 588358. DSG3-coupled beads, scFv-anti-DSG3-GFP binding, flow cytometry; hits give low values. P32926. binding (percent of control), % at 10 µM;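 active means binding more than 3 SD below its plate's average and above zero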;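 further: hits lower antibody fragment binding to DSG3; some compounds called inactive have numbers as strong as hits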
Arrestin-AP2 inh: human beta-arrestin and AP2 interaction inhibition. FITC-arrestin peptide / GST-AP2 beads, flow cytometry; AP2 beta2 appendage carries R879A mutation. inhibition, % at 10 µM. 0.31% of 340,000 active. AID 504490;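 active means inhibition above a set limit, near 3 SD of compounds lacking own fluorescence, cut at about 54% in these data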;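 further: plate controls were DMSO wells for no effect and 5 µM unlabelled arrestin peptide for full effect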
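System: GST-AP2 R879A bound to glutathione beads, E. coli-expressed. Also added: 50 nM FITC-arrestin peptide. Schedule: compound with beads 12 min RT, then probe 1 h RT. Signal: bead flow cytometry, FITC channel. Read-out basis: percent response.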
PKA-R2B act: PKA-R2B complex activation; PKA-R2B holoenzyme dissociation, Cy5-IP20 fluorescence polarization; R2B truncated from residue 108, S112A mutant; 0% DMSO only, 100% 113 µM cGMP; activation, % at 11.4 µM; 0.079% of 340,000 active;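 active means activation above a cutoff set at the mean over all compounds plus 3 SD, cut at about 18% in these data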;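 further: higher means more holoenzyme dissociation and a rise in polarization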
V-ATPase pHluor: yeast V-ATPase proton transport regulation by pHLuorin | S. cerevisiae, pHLuorin cytosolic pH fluorescence | response, % at 10 µM | 0.37% of 350,000 active; in the data active means response mostly above about 7.3%, no sharp cut-off; inactive means mostly below about 5.4%; further: actives read high; inactives centre near 0; some compounds called inactive have numbers as strong as hits; reference of the scale not given here
HTR5A inv ctr: counter-screen for OPRM1-OPRD1 inverse agonists: human HTR5A inverse agonism. HTR5A cell line, luminescence. 0.083% of 340,000 active. AID 504634. P47898. inhibition, % at 9.3 µM; in the data active means inhibition mostly above about 23%, no sharp cut-off; inactive means mostly below about 18%;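 further: 0% = cells with DMSO and 100% = no-cell wells with DMSO; some compounds called inactive have numbers as strong as hits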
DAGLB inh: blocks human DAGLB lipase activity. HEK293T DAGLB membrane lysate, EnzChek fluorogenic substrate. inhibition, % at 5.17 µM. 0.059% of 340,000 active; in the data active means inhibition above about 34%;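 further: 0% = enzyme with vehicle and 100% = wells lacking enzyme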
Target sequence (Q8NCG7 whole entry, looked up): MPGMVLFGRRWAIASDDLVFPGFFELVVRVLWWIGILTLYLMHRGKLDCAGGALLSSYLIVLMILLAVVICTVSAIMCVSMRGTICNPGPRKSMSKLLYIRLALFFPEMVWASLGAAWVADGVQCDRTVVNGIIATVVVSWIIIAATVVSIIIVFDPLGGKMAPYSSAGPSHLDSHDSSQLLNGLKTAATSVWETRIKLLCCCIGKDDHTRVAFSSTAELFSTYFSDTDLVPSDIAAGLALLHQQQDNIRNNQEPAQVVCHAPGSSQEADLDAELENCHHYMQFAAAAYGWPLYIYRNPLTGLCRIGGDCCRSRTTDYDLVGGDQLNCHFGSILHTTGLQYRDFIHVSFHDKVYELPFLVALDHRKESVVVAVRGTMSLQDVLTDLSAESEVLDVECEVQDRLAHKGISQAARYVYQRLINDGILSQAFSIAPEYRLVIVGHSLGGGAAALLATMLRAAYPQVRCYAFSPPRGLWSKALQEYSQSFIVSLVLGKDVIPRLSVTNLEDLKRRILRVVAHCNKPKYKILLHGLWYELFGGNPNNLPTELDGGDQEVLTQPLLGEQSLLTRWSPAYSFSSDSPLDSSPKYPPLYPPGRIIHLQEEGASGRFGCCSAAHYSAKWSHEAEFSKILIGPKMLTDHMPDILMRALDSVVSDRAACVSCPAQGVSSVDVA
OPRM1-OPRD1 ag: OPRM1-OPRD1 heterodimerization agonism; P35372+P41143; cells, luminescence; activation, % at 9.3 µM; 0.3% of 340,000 active; AID 504326; in the data active means activation above about 18%;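 further: 0% = vehicle-treated cells and 100% = reference agonist; values of inactives mirror those of a sister screen read the other way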
PKA-R1A act: activators of PKA-R1A complex. P00514+P68181. PKA-R1A dissociation, Cy5-IP20 fluorescence polarization; scaled: DMSO 0%, 113 µM cGMP 100%. activation, % at 11.4 µM. 0.083% of 340,000 active. AID 504707;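 active means percent activation above the mean of all tested compounds plus 3 SD, cut at about 19% in these data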;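 further: higher means more PKAc released from R1A so a rise in polarization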
Starred values were filed as active, the others as inactive; x = not tested or not shown. Hits appear at their usual frequency (roughly 2.4% active in at least one column).

molecule,HTR5A ag,OPRM1-OPRD1 inv,Pemphigus Ab inh,Arrestin-AP2 inh,PKA-R2B act,V-ATPase pHluor,HTR5A inv ctr,DAGLB inh,OPRM1-OPRD1 ag,PKA-R1A act
COc1cccc(OC)c1C(=O)Nc1ccc(S(=O)(=O)N2CCCCC2)cc1,2,11,97,7,-7,-4,24,-4,-1.8,-9
Cc1ccsc1/C=N/n1c(-c2ccccn2)n[nH]c1=S,-4,11,102,-1,-16,5,10,-1,-1.8,-4
Cc1c(C(=O)c2ccccc2)c(=O)n(C)c(=O)n1C,-3,-1,x,4,2,0,8,1,0.3,-5
NNC(=O)CSc1c(-c2cccs2)[nH]c2ccccc12,4,9,95,-13,-4,-2,-3,3,-1.5,-6
Cc1nnc(SCC(=O)N(CCC#N)c2ccc3c(c2)OCCO3)s1,2,5,102,35,2,-4,7,2,-1.3,-1
O=C(O)CCN1C(=O)/C(=C/c2ccc(-c3nc4ccccc4s3)o2)SC1=S,-2,5,98,43,-6,-1,9,3,-1.0,6
O=C(COC(=O)c1cccnc1)c1ccc(Cl)c(Cl)c1,-6,57*,99,0,-4,1,7,-2,-9.6,6
COCC1CCN(Cc2c(C(=O)N3CCc4ccccc4C3)nc3ccc(Cl)cn23)C1 (configuration not stated),8,5,112,39,-4,-3,-2,-1,-1.0,7
Cc1cc(OC(=O)c2ccccc2Cl)ccc1N1C(=O)CCC1=O,-5,7,98,10,3,-3,11,-2,-1.4,11
CCN1CCN(c2ccc(S(=O)(=O)N3CCOCC3)cc2NC(=O)CCOc2ccccc2)CC1,6,7,108,-12,5,2,9,3,-1.2,8
CCc1nn(CC(=O)N2CCN(Cc3ccc4c(c3)OCO4)CC2)c(=O)c2cc3occc3n12,-3,10,108,45,-6,2,-9,4,-1.7,-2
Cc1cc(N=Nc2ccc(C)c(N=Nc3cc(C)c(N)cc3N)c2)c(N)cc1N,-2,5,72,-1,2,5,8,28,-1.0,4
COc1ccc(-c2nc3c4c(ncn3n2)-c2ccccc2CC42CCCC2)cc1,-2,10,102,4,-14,-2,5,-3,-1.9,0
O=C(COc1ccc(F)cc1)NCCN1CCCC1,-3,6,103,18,6,4,12,2,-1.3,-4
C=CCNC(=O)Nc1ccc(Cl)cn1,-2,12,106,-3,-15,1,10,-1,-1.6,-1
COC(=O)[C@H]1C[C@H](OC(=O)NCc2ccccc2F)[C@@]2(O)CN(S(=O)(=O)c3ccc(C)cc3)CC2[C@H]1C(=O)OC (some centres not stated),x,x,109,x,-10,-2,x,-3,x,-2
COc1nc(Nc2ccc([N+](=O)[O-])cc2)nc(NC2CCCCC2)n1,-4,-4,95,2,-5,-2,10,1,0.5,-12
Cc1[nH]c(C)c(S(=O)(=O)N2CCN(c3ccccc3)CC2)c1C(=O)N1CCCCC1,5,6,100,4,-9,0,-44,0,-1.2,0
Cc1ccc2c(c1)c1c3n2CCCN(Cc2ccccc2)C3CCC1 (configuration not stated),4,-35,106,-7,-2,-6,-29,-4,6.5,4
O=c1[nH]c2c(Br)cnc([N+](=O)[O-])c2[nH]1,-1,5,97,-9,4,-4,7,-4,-0.9,-1
Cc1c(NC(=O)NC(=O)c2ccc(F)cc2)c(=O)n(-c2ccccc2)n1C,-4,9,99,24,4,0,13,-3,-1.7,-9
COc1ccc(CC(=O)Nc2ccc(-c3csc(C)n3)cc2)cc1,5,-7,104,-3,-9,3,-15,-6,1.3,-16
CCC(=C/c1sc2ccc3ccccc3c2[n+]1C)/C=C1\Sc2ccc3ccccc3c2N1C,4,-15,75*,32,-4,4,-16,0,3.0,1
Cc1cccc(C(=O)NC2CC3CCCC(C2)N3Cc2ccccc2)c1 (configuration not stated),-3,12,113,16,-10,2,13,0,-2.3,-5
CC1(C)Cc2c(C#N)c(SCC(=O)O)nc(N3CCOCC3)c2CO1,2,20,109,-4,-2,-4,-7,0,-4.0,-3
Cc1ccc(NC(=O)CSCC(=O)Nc2nnc(C3CC3)s2)cc1,8,10,99,-2,-13,0,-23,2,-1.6,13
COC(=O)C(N)Cc1ccc(OC)c([N+](=O)[O-])c1 (configuration not stated),-2,15,116,-8,-8,3,-3,2,-2.9,-3
C=CCOC(=O)C1=C(C)NC(SCC(=O)Nc2ccccc2)=C(C#N)C1c1ccco1 (configuration not stated),1,-84,x,14,4,3,-4,-8,13,-10
CC(C)(C)c1nc2c(C#N)c(-c3ccc(Cl)cc3)ccn2n1,8,-105,98,-1,2,6,-22,-4,18,0
CC(C)C(=O)N1CCC(n2nccc2NC(=O)CCOc2ccccc2)CC1,0,8,117,18,11,-3,-1,0,-1.4,3
O=c1oc(Nc2cccc(F)c2)nc2ccccc12,-1,-6,106,1,-4,1,2,9,1.0,0
O=C(c1ccc([N+](=O)[O-])s1)N1CCN(c2ncccn2)CC1,x,x,99,x,-4,-1,x,-7,x,2
Cc1cc(O)c2c(C)c(CC(=O)N3CCN(C(=O)C4COc5ccccc5O4)CC3)c(=O)oc2c1 (configuration not stated),4,15,93,13,11,-11,15,1,-2.9,7
CCc1ccc(C(=O)NNc2cc(Cl)ccc2Cl)cc1,2,-11,114,9,3,3,8,-9,2.0,-5
O=C(c1cc2c(s1)CCC2)N1C(=O)c2ccccc2S1(=O)=O,6,-13,103,5,-8,-2,-10,0,2.3,-7
CC1(C)Cc2c(sc3c2c(=N)n(Cc2ccco2)c(=O)n3CC(=O)Nc2ccccc2)CO1,2,8,95,33,-4,2,9,1,-1.7,2
CCn1c(=O)c(C(=O)Nc2ccccn2)c(O)c2ccccc21,5,-2,99,0,-2,0,-14,0,0.4,6
Cc1cc(C)c(NC(=O)OCCN2CCOCC2)c(C)c1,-3,6,84,7,-3,4,9,7,-1.2,-4
O=C(Nc1ccc(Br)cc1C(=O)O)c1ccc2c(c1)C(=O)N(Cc1ccccc1)C2=O,-3,3,x,2,7,-2,10,6,-0.5,-2
C[C@@H]1CN(S(=O)C(C)(C)C)[C@H](CCO)/C1=C\c1ccccc1 (some centres not stated),-2,16,98,16,0,2,7,-2,-3.4,-5
CCn1c2ccccc2c2cc(C3C(C#N)=C(C)NC(C)=C3C#N)ccc21,-4,-11,104,-9,1,-3,11,1,1.8,0
COc1ccc(/C=N/OCC(=O)NCC(C)C)c(OC)c1,1,3,108,2,-1,3,8,0,-0.6,-1
O=C(NCc1cccs1)C1CCCN1C(=O)Nc1cccc(Cl)c1 (configuration not stated),-2,14,94,4,-9,0,6,-2,-2.4,-3
Cc1cc(-c2nnc(-c3cc4ccccc4oc3=O)o2)c(C)n1-c1ccccc1,-1,17,89,7,2,-1,4,1,-4.0,4
C=CCNS(=O)(=O)c1cc2c3c(c1)CCN3C(=O)CC2,2,15,90,27,-3,-2,-8,0,-2.9,2
CN1C(=O)/C(=C/c2ccccc2F)Sc2ccc(C(=O)N3CCCC3)cc21,4,1,x,22,-5,0,-23,-2,-0.1,0
CCOc1cc(/C=C/c2cc(C(F)(F)F)[nH]c(=O)n2)ccc1O,1,3,101,0,-1,-2,23,1,-0.5,-3
Cc1ccc(S(=O)(=O)Nc2cccc(C(=O)NCc3ccc(S(N)(=O)=O)cc3)c2)cc1,4,7,99,-10,-4,-3,-15,3,-1.4,-14
Cc1ccc2c(c1)c1c(n2CC(O)Cn2c(C)nc3ccccc32)CCCC1 (configuration not stated),-2,-44,97,-1,-8,7,5,5,8.5,-19
O=C(CCNS(=O)(=O)c1ccc(Cl)cc1)OCC(=O)c1ccc[nH]1,2,12,103,8,-2,5,-5,2,-2.4,-8

Some values from above.
Cc1ccc2c(c1)c1c(n2CC(O)Cn2c(C)nc3ccccc32)CCCC1 (configuration not stated) | OPRM1-OPRD1 inv = -44
CCN1CCN(c2ccc(S(=O)(=O)N3CCOCC3)cc2NC(=O)CCOc2ccccc2)CC1 | PKA-R2B act = 5

Other compounds.
molecule,HTR5A ag,OPRM1-OPRD1 inv,Pemphigus Ab inh,Arrestin-AP2 inh,PKA-R2B act,V-ATPase pHluor,HTR5A inv ctr,DAGLB inh,OPRM1-OPRD1 ag,PKA-R1A act
Nc1ccc(C(=O)Nc2cccc(NC(=O)c3ccc(N)cc3)c2)cc1,1,20,94,6,-8,0,-2,0,-4.3,-6
Cc1onc(-c2ccccc2Cl)c1C(=O)Nc1ccc(Br)cc1,5,-24,x,21,2,-3,-8,-3,3.4,-8
COc1ccccc1/C=C/C(=O)NCC(=O)N/N=C/c1cc(Br)ccc1OC,0,1,98,-17,-15,-2,7,0,-0.1,5
CCOc1ccc(S(=O)(=O)N2CCCC2)c2ccccc12,x,x,105,x,-5,-1,x,-5,x,-9
Cc1c(C(=O)N2CCC2)oc2c(F)cccc12,0,11,114,35,-13,5,2,-3,-2.0,0
CCN(CC)CCN(C(=O)C1CCCCC1)c1nc2cc3c(cc2s1)OCO3,3,-92,121,8,-6,0,-8,-9,17,-4
Cc1c(C(=O)N2CCOCC2)[nH]c2ccc(OCc3ccccc3)cc12,-2,-3,100,7,1,3,-4,1,0.7,-1

Source: PubChem
